Screening results deposited in PubChem BioAssay by several laboratories.
UTI89 phage lysis – protection from phage-mediated lysis, alamar blue read-out – E. coli UTI89, K1F phage, bacterial capsule biogenesis inhibitors (AID 488966) | actives 0.02% (n = 340,000) | inhibition, % at 100 µM, or IC50 in µM where a hit was titrated | E. coli UTI89 K1F phage lysis, alamar blue, 2 h; higher % means a stronger effect;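 active = phage lysis inhibition, versus mean bacterial control, above a set limit; inconclusive = no clear call, values can overlap the other calls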;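 note: capsule biogenesis inhibitors block K1F phage lysis so surviving cells raise fluorescence; higher fluorescence means more inhibition of phage lysis; actives were called in the ten point dose series up to 300 µM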
GPR55 antagonists – GPR55 antagonists blocking LPI-driven arrestin recruitment, primary screen, imaging, U2OS, beta-arrestin-GFP, LPI agonist (AID 2013) | U2OS GPR55 beta-arrestin-GFP translocation imaging, LPI antagonism; higher % means a stronger effect | inhibition, % at 10 µM, or IC50 in µM where a hit was titrated | actives 0.13% (n = 290,000);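 active = spots per cell inhibited over 60%, with over 100 cells counted and total cytoplasm intensity under 500,000; inconclusive = wells with under 100 cells, flagged as likely toxic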;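 note: U2OS cells stably carrying GPR55 and arrestin-GFP stimulated by 5 µM LPI near EC80; imaged beta-arrestin-GFP aggregate spots per cell after agonist stimulation; plate controls were LPI-stimulated DMSO wells for no effect and DMSO wells without LPI for full effect; some results filed as inactive read as strong as hits; confirmed hits need IC50 under 10 µM and bright autofluorescent wells are also inconclusive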
GPR55 beta-arrestin – GPR55 agonists via beta-arrestin recruitment, primary screen, imaging, U2OS cells, beta-arrestin-GFP redistribution (AID 1961) | U2OS GPR55 beta-arrestin-GFP redistribution imaging; higher % means a stronger effect | activation, % at 10 µM; hits with a dose series show EC50 in µM | actives 0.048% (n = 290,000);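 active = activation above 40% with more than 50 cells counted in the well; inconclusive = wells holding fewer than 50 cells, flagged as toxic or sparse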;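 note: U2OS osteosarcoma cells stably expressing GPR55 and beta-arrestin-GFP; plate controls were DMSO negative control for no effect and LPI positive control for full effect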
HIV fusion peptide – inhibitors of HIV fusion peptide binding, primary screen, biochemical, uHTS, fluorescence dequenching (AID 1986); cell-free peptide binding, fluorescence dequenching, 30 min; higher % means a stronger effect; inhibition, % at 20 µM, or IC50 in µM where a hit was titrated; actives 0.3% (n = 290,000); in the data active = inhibition mostly above about 52%, no sharp cut-off; inactive = mostly below about 76%; note: some results filed as inactive read as strong as hits
AID2073 – disruptors of CaV2.2 binding to Mint1 – biochemical, HTRF (AID 2073). HTRF protein-protein interaction, Mint1-CaV2.2; higher % means a stronger effect. one-dose inhibition, % at 20 µM; IC50 in µM for titrated hits. actives 0.19% (n = 290,000); in the data active = inhibition mostly above about 51%, no sharp cut-off; inconclusive = no clear call, values can overlap the other calls; inactive = mostly below about 53%; note: some results filed as inactive read as strong as hits
NTR1 ag – agonists of NTR1, primary screen, imaging, U2OS cells, beta-arrestin-GFP, high content (AID 493036); P30989; NTR1-U2OS beta-arrestin-GFP spot imaging, agonist mode; activation, % at 20 µM; actives 0.17% (n = 330,000);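 active = activation at or above 40% of the spot to cytoplasm intensity ratio, with at least 20 cells analyzed; inconclusive = wells under 20 cells, flagged as cytotoxic or low count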;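 note: 0% = DMSO without peptide and 100% = 100 nM NTR1 peptide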
Target sequence (P30989 whole entry, looked up): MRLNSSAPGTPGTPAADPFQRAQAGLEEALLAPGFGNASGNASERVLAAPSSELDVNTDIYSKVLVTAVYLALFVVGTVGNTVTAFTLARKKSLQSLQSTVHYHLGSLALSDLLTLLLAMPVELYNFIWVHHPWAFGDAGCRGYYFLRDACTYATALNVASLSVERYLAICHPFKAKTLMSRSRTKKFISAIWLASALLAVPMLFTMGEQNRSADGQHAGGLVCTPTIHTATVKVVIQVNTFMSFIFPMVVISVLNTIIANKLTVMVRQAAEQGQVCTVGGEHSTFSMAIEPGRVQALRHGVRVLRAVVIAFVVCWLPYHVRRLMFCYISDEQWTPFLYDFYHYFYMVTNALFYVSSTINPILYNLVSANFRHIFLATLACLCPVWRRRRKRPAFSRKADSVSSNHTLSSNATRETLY
GPR35 antagonists – inhibition of zaprinast-stimulated GPR35 beta-arrestin translocation – imaging, U2OS, beta-arrestin-GFP, zaprinast agonist, primary screen (AID 2058); U2OS GPR35 beta-arrestin-GFP translocation imaging, zaprinast antagonism; higher % means a stronger effect; one-dose inhibition, % at 10 µM; IC50 in µM for titrated hits; actives 0.052% (n = 290,000);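 active = inhibition of at least 50% with at least 30 cells and total cytoplasm GFP at most 10,000,000; inconclusive = under 30 cells or total GFP of 10,000,000 plus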
NS5 inhibitors – flavivirus cap methylation enzyme inhibition – biochemical, confirmation dose response, primary screen (AID 588689); actives 0.3% (n = 340,000); Dengue-2 NS5 methyltransferase capping enzyme assay, biochemical; higher % means a stronger effect; inhibition, % at 25 µM; hits with a dose series show IC50 in µM; in the data active = a potency from the dose series; inconclusive = inhibition above about 29% without an active follow-up result
Siah-1 displacement – Siah-1 peptide-binding antagonists, primary screen, biochemical, fluorescence polarization, rhodamine-plectin, uHTS (AID 1817). Siah-1 / rhodamine-plectin peptide fluorescence polarization; higher % means a stronger effect. displacement, % at 20 µM; hits with a dose series show IC50 in µM. actives 0.02% (n = 290,000);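 active = displacement of at least 50% at 20 µM, with a fluorescence ratio check between 0.3 and a set limit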;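 note: plate controls were Siah plus tracer with DMSO for no effect and tracer alone without Siah for full effect; strong numbers were not always called active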
NTR1 ag cell count 20 µM – also measured in NTR1 ag; calls as there; cell count; measured here: cell count, cytotoxicity flag
NS5 inhibitors pilot replicate – second read-out of NS5 inhibitors, no call of its own (marks repeat the call); inhibition, %; measured here: pilot screen replicate inhibition
* hit, by the source's call; ? = inconclusive; . = no result given; [ ] = remark or other dose.

SMILES | UTI89 phage lysis | GPR55 antagonists | GPR55 beta-arrestin | HIV fusion peptide | AID2073 | NTR1 ag | NTR1 ag cell count 20 µM | GPR35 antagonists | NS5 inhibitors | Siah-1 displacement | others
Cc1ccc(C2=NN(CC(=O)NCCN(C)C)C(=O)CC2)cc1 | 0.2% | -8% | -0.1% | -1.4% | -1% | -1.3 | 96 | 25% | -1% | 1%
CC(C)CC(OC(=O)c1ccco1)C(=O)NC1CCCCC1 (stereo unspecified) | 0.0% | -9% | -0.2% | -2.1% | -5% | -0.3 | 76 | 2% | -1% | -3%
COc1ccc(Cl)cc1S(=O)(=O)Nc1ccc(Cl)cn1 | 0.0% | 3% | 0.0% | 2.8% | 14% | 0.0 | 54 | 14% | -9% | 1%
O=C(CN(Cc1ccco1)C(=O)CNS(=O)(=O)c1ccc(Cl)cc1)NCc1ccco1 | 0.1% | 12% | -0.2% | -1.5% | 3% | -0.8 | 41 | -15% | -6% | -1%
CCOc1ccc(-c2cc(N)n(S(=O)(=O)c3cccc4nsnc34)n2)cc1 | 0.3% | -2% | 0.3% | -1.5% | -3% | -0.4 | 61 | -8% | -5% | 11%
CC1C(=O)Nc2ccc(S(=O)(=O)N3CCc4ccccc4C3)cc2NC1=O (stereo unspecified) | 0.1% | 3% | -0.3% | -2.7% | 12% | 1.4 | 78 | -5% | 5% | 1%
CCOc1ccc(N2CC(O)=C(c3nc4ccccc4c(=O)[nH]3)C2=N)cc1 | 0.3% | 13% | -0.2% | -2.0% | -4% | 2.0 | 54 | -6% | -2% | 15%
O=C(NCCN1CCN(C(=O)c2ccc(Br)cc2)CC1)c1ccc(Br)cc1 | 0.0% | 9% | -0.1% | 2.7% | 2% | 1.3 | 53 | 10% | -6% | 3%
Cc1ccnc(NS(=O)(=O)c2ccc(-n3cccn3)cc2)c1 | 0.3% | -8% | 0.3% | -1.6% | 12% | -0.8 | 69 | 15% | -7% | -2%
N#Cc1ccccc1NC(=O)COC(=O)c1ccc(F)cc1F | 0.0% | 0% | 0.2% | -1.9% | 0% | 1.4 | 44 | -4% | 4% | -2%
O=C(NC1CCN(C(=O)N2c3ccccc3Sc3ccccc32)CC1)c1ccco1 | -0.4% | 9% | -0.2% | -2.2% | 12% | 4.5 | 89 | 2% | -6% | 0%
CC(=O)C1=C(c2ccccc2)N(C(C)=O)n2c(C)nnc2S1 | 4.2% | -1% | 0.2% | -0.6% | -3% | 0.1 | 95 | 0% | -3% | 3%
CC(=O)Nc1ccc(S(=O)(=O)Nc2cc([N+](=O)[O-])ccc2C)cc1 | -0.8% | 4% | -0.1% | -0.9% | 15% | -1.3 | 25 | 12% | 0% | 10%
NC(=O)C[n+]1cccc2ccccc21 | 0.5% | 12% | -0.1% | 1.3% | 0% | 0.1 | 54 | -2% | ? | 3%
O=C(NC1CC1)c1cc2ccccc2o1 | 1.7%[50 µM] | 13% | 1.2% | 0.3% | 10% | 0.1 | 56 | -8% | 0% | -1%
COc1ccc(OC)c(-n2c(SC)nnc2-c2c[nH]c3ccccc23)c1 | -0.7% | 4% | -0.1% | 4.9% | 2% | -1.0 | 57 | 8% | -3% | 1%
Cc1ccccc1N1C(=O)CN(Cc2sccc2C)C1=S | 2.2%[50 µM] | 12% | -0.3% | 4.3% | -14% | 0.6 | 62 | -3% | -1% | 4%
CCCCCCC[C@H](N)[C@H](O)C(=O)N(C)[C@@H](CCS(C)=O)C(=O)N[C@@H](Cc1ccc(O)cc1)C(=O)N[C@@H](Cc1ccc(O)cc1)C(=O)O (stereo partly specified) | -0.4% | -2% | 0.0% | 1.6% | 15% | 6.1 | 93 | 15% | -1% | -2%
CC1(C)CC(=O)C(Sc2ccccc2[N+](=O)[O-])=C(O)C1 | 0.1% | -3% | 0.4% | 1.3% | 5% | 2.6 | 66 | -19% | -1% | 10%
Cc1ccc(NC(=S)NNC(=S)Nc2ccc(C)cc2C)cc1 | 6.0% | -2% | -0.1% | 1.1% | 8% | 4.1 | 66 | 3% | -4% | -7%
COc1ccc(C)cc1NC(=O)CSc1nc2ccccc2nc1N1CC(C)OC(C)C1 (stereo unspecified) | 3.8% | 6% | 0.6% | -0.6% | 3% | 2.3 | 59 | -2% | 1% | -6%
O=C(COC(=O)Cn1cnc2ccccc21)Nc1cc2c(cc1Cl)C(=O)c1ccccc1C2=O | -0.7% | -7% | -0.1% | -3.1% | 33% | 14 | 40 | -27% | 2% | -4%
COc1ccc(-c2noc(CCCc3ccccc3)n2)cc1OC | 0.1% | 13% | -0.1% | -1.0% | -4% | 1.4 | 79 | 2% | 6% | -1%
COc1cc(/C=N/N2C(=O)c3ccccc3C2=O)ccc1O | 0.0% | 5% | 1.3% | -0.9% | 2% | 2.2 | 76 | 4% | 1% | -4%
Cc1cc(N)nc2nc(C(F)(F)F)nn12 | 0.2% | 10% | -0.4% | 0.2% | 4% | 4.2 | 58 | -6% | -3% | -1%
Cc1cc2c(cc1S(=O)(=O)NCc1ccccc1)OCC(=O)N2 | -2.1% | 10% | 0.0% | 0.2% | -6% | -1.7 | 53 | 5% | -7% | -2%
CCOc1ccc(NCC(=O)c2ccc(C)cc2)cc1 | -0.4% | -2% | -0.3% | 0.6% | -27% | 0.0 | 42 | -4% | -9% | -5%
O=C(c1ccc(N2CCCCCC2)c([N+](=O)[O-])c1)N1CCc2ccccc21 | . | 2% | 0.0% | 0.3% | -6% | 3.5 | 73 | -3% | . | 1%
Cc1cc(C)nc(SCc2cc(=O)c(OC(=O)c3ccc(Br)o3)co2)n1 | -0.1%[50 µM] | -4% | -0.5% | -0.7% | -18% | 9.0 | 45 | -5% | -14% | -2%
Cc1ccc(NC2CCCN(C(=O)Cc3nonc3C)C2)cc1C (stereo unspecified) | 0.0% | -6% | 0.2% | -0.9% | -12% | -0.9 | 64 | 5% | 10% | 2%
COc1ccc(CNC(=O)C(c2ccco2)N(Cc2cccs2)C(=O)Cc2cccs2)cc1 (stereo unspecified) | 1.0% | -1% | -0.2% | 3.6% | 8% | 4.4 | 59 | 14% | -4% | -1%
CN(C)/C=N/c1c(C#N)cnn1-c1ccccc1 | 2.2% | -8% | -0.2% | -0.8% | -4% | 0.1 | 60 | -9% | -4% | 5%
CCCCCOc1ccc(NC(=O)C2OC3OC(C)(C)OC3C3OC(C)(C)OC23)cc1 (stereo unspecified) | 0.0% | 8% | -0.2% | -1.9% | 5% | 0.4 | 100 | 6% | -10% | 4%
O=C(CSc1nncs1)NC(=O)NCc1ccccc1 | 0.1% | 0% | 0.2% | -0.1% | -6% | 0.6 | 45 | -15% | 1% | -1%
CC(=O)Oc1ccccc1C(=O)NC(C)CCc1ccccc1 (stereo unspecified) | 0.2% | -2% | -0.1% | -1.5% | 7% | 0.3 | 71 | 4% | 0% | -4% | NS5 inhibitors pilot replicate=-4.0
CCOc1ccc(NS(=O)(=O)c2cc3c(cc2C)N(C)CCO3)cc1 | -2.4% | 12% | -0.1% | -1.8% | -2% | 2.9 | 61 | 12% | 1% | 8%
CN1CCN(C(=O)c2cc3c(=O)n4ccccc4nc3s2)CC1 | -0.2% | -3% | -0.2% | 0.2% | 34% | -1.9 | 40 | 0% | -12% | 0%
CCOC(=O)C1=C(C)SC2=NS(=O)(=O)CCN21 | 1.8% | 3% | -0.2% | -3.5% | 0% | -1.2 | 47 | -5% | -7% | 0%
O=C(/C=C/c1ccccc1[N+](=O)[O-])N1CCN(c2ccc(F)cc2)CC1 | -0.3% | 0% | 0.2% | -2.1% | 6% | -1.1 | 82 | -12% | -5% | 4%
COc1ccc(NC2SC(=O)N(C)C2=O)cc1 (stereo unspecified) | >300µM* | -7% | -0.2% | -0.4% | 33% | -0.6 | 63 | 7% | -7% | 1%
CCCN(CC1CC1)C(=O)COC(=O)c1[nH]c(C)c(C(=O)OCC)c1C | -1.5% | -20% | -0.1% | -1.9% | 1% | 3.6 | 53 | 15% | 0% | -7%
O=C(NCc1cccs1)C1CCC(CNS(=O)(=O)c2ccc(Br)s2)CC1 (stereo unspecified) | 0.4% | 5% | -0.1% | 2.9% | 2% | 0.9 | 34 | 20% | -11% | 4%
COC(=O)CCN(C1CCCCC1)S(=O)(=O)c1ccc(S(=O)(=O)N2CCCCC2)cc1 | 1.7% | 12% | -0.2% | -1.8% | -2% | 0.5 | 37 | 2% | -1% | -6%
Cc1cc(N2CCCC2)nc(-c2ccccc2O)n1 | 2.1% | 12% | -0.1% | -0.5% | 16% | 6.1 | 48 | 4% | 3% | -6%
CC(=O)Oc1cccc(C(=O)Nc2ccc3c(c2)C(=O)N(CC2CCCO2)C3=O)c1 (stereo unspecified) | 1.0%[50 µM] | -8% | -0.1% | 1.7% | 23% | -0.2 | 54 | 0% | -7% | -3%
Oc1ccccc1N1CCN(c2ncnc3scc(-c4ccc(F)cc4)c23)CC1 | 0.5% | -3% | -0.1% | -1.1% | 2% | 5.9 | 59 | -2% | -5% | -3%
COc1ccc(/C(C)=N\NS(C)(=O)=O)c(OC)c1 | 3.2% | 7% | -0.5% | -1.1% | -4% | -1.5 | 50 | 4% | -8% | 0%
Clc1cccc(Cl)c1CNC1CCCC1 | 0.1% | -9% | -0.2% | -0.6% | 3% | 2.0 | 54 | -6% | -4% | -2%
CC(=O)Nc1cccc(/C(C)=N/NC(=O)c2ccc(NS(=O)(=O)c3cccs3)cc2)c1 | 1.0%[50 µM] | -1% | -0.1% | -1.5% | 3% | 1.1 | 59 | 7% | -3% | 2%
CCCc1cc(=O)oc2cc(C)cc(OCC(=O)Nc3ccc(S(N)(=O)=O)cc3)c12 | 0.1% | 5% | 0.1% | 1.3% | 49% | 3.2 | 53 | 14% | -4% | 16%
CCOC(=O)c1ccc(S(=O)(=O)N2CCC(C(=O)OCC)CC2)cc1 | 1.3% | -11% | 0.3% | 0.6% | 1% | 1.5 | 69 | 24% | -2% | 0%
O=C(N/N=C/c1ccncc1)c1cc([N+](=O)[O-])cc([N+](=O)[O-])c1 | 4.0% | 7% | -0.2% | -0.2% | -5% | 0.4 | 44 | -10% | -3% | -2%
